F508del corr = correctors of CFTR F508del function in bronchial epithelial cells; activity (quench increase), % at 7.58 µM; 350,000 compounds, 0.36% hits; CFBE cells, YFP halide quenching; stimulated with forskolin plus potentiator P3; % fluorescence drop versus neutral controls;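 active = mean added fluorescence quench of at least 8% versus neutral control, with both replicates also reaching 8%; inconclusive = only one of the mean or replicate conditions met; inactive = mean below 8% and not both replicates reaching 8%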;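 also: cells transiently co-express mutant CFTR-F508del with the halide-sensitive YFP; corrector assay measuring rescue of mutant channel to the surface after 24 h compound exposure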
miR-122 sensor = blocks miR-122 activity in Huh7 sensor cells; 340,000 compounds, 0.3% hits; Huh7 miR-122 Renilla luciferase sensor, 48 h; neutral wells = 0, positive control = 100; activation (reporter increase), % at 12.5 µM; AID 602342;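 active = mean replicate activation score at least 90 and every replicate individually at or above 90; inconclusive = only one of the two criteria met; inactive = neither criterion met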;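 also: higher luciferase means less miR-122 activity so hits act as miR-122 inhibitors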
ERp5 inh = inhibitors of human ERp5. ERp5 insulin aggregation, absorbance 650 nm, 90 min. AID 651711. inhibition, % at 9.99 µM. 350,000 compounds, 0.05% hits;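 active = mean replicate inhibition above about 25%, with every replicate also reaching it, limit read from the data, passing the limit was not always enough; inconclusive = only one of those two criteria met; inactive = neither criterion met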
Target sequence (Q15084 whole entry, looked up): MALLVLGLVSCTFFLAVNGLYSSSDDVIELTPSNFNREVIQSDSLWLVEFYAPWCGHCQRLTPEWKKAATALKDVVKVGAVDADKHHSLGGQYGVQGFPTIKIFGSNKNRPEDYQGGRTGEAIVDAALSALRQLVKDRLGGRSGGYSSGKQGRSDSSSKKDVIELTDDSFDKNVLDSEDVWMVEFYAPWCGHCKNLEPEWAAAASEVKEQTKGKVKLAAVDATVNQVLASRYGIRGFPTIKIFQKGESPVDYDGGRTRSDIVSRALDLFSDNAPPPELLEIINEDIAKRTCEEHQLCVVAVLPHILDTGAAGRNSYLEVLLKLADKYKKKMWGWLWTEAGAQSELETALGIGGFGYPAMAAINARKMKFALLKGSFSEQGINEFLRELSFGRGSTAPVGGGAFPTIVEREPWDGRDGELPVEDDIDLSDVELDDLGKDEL
SIRT5 block = sirtuin-5 (human) deacylase inhibition; Q9NXA8; Purified SirT5, succinyl-peptide AMC, trypsin-coupled fluorescence; inhibition, % at 15 µM; 330,000 compounds, 1.1% hits; in the data active = inhibition above about 15%; inconclusive = no clear call, values can overlap the other calls
Target sequence (Q9NXA8 whole entry, looked up): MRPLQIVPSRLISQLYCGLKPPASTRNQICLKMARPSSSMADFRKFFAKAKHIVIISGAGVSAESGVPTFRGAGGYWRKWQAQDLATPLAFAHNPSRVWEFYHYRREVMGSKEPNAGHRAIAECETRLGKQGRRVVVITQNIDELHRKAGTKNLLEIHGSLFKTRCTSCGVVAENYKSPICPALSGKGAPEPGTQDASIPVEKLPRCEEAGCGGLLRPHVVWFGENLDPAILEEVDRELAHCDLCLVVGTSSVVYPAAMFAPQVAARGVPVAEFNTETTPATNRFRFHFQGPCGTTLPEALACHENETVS
ERAP1 HTS inh = blocks human ERAP1 aminopeptidase activity | inhibition, % at 10.7 µM | recombinant ERAP1, Leu-AMC fluorescence, 60 min | 340,000 compounds, 0.15% hits | Q9NZ08;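 active = mean replicate inhibition of at least 30%, or all replicates individually reaching that 30% level; inactive = mean below 30% and not every replicate reaching it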;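 also: 0% = neutral control wells and 100% = L-leucinethiol positive control wells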
CASP6 VEID inh = caspase-6 (human) enzyme inhibition. P55212. inhibition, % at 12.5 µM. 350,000 compounds, 0.53% hits. purified caspase-6, Z-VEID-R110 cleavage fluorescence;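 active = mean inhibition across replicates at least about 35%, with every replicate also reaching that limit, limit read from the data; inconclusive = only one of the two criteria met; inactive = neither criterion met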;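 also: 0% = median of neutral control wells and 100% = no fluorescence left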
Target sequence (P55212 24-179 limits assumed): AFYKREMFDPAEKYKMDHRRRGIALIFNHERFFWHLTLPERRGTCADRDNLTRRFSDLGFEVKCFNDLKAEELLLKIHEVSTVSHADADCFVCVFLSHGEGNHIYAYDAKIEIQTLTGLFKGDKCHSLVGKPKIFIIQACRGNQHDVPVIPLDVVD
Target sequence (P55212 194-293 limits assumed): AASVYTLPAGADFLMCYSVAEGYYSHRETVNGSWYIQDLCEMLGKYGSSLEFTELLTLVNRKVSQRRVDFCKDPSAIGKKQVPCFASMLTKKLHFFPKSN
DENV2 CPE rescue = protects cells from dengue virus 2 cytopathic effect; DENV2-infected cells, cytopathic effect rescue, plate reader; CPE inhibition, % at 9.99 µM; 350,000 compounds, 1.7% hits; in the data active = CPE inhibition above about 20%, passing the limit was not always enough; inconclusive = no clear call, values can overlap the other calls; tested in BHK-21 cells;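 also: 0% = median of neutral control wells and 100% = median of positive control wells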
* hit, by the source's call; ? = inconclusive; nt = no result given; & = joins results of further samples; [ ] = remark or other dose.

SMILES	F508del corr	miR-122 sensor	ERp5 inh	SIRT5 block	ERAP1 HTS inh	CASP6 VEID inh	DENV2 CPE rescue
O=C(C[C@@H]1CC[C@H]2[C@@H](COC[C@@H](O)CN2C(=O)c2ccccc2)O1)Nc1ccc(-c2ccccc2)cc1	-1.4	-4[16.7 µM]	0	3	-1	2	48*
COc1ccc(S(=O)(=O)N2CCN(C3CCCCCCC3)CC2)cc1	-0.8	7&6	2	1	0	2	-4
O=C1CN(Cc2ccccc2)C[C@H]2[C@H](c3ccc(Br)cc3)[C@H](CO)N12	-0.2	nt	1	-3	0	4	5
COc1ccc(C(=O)NNC(=O)Nc2ccc(Cl)cc2)cc1	-0.7	nt	4	-2	-2	4	1
CCOC(=O)C1=CC[C@@H](c2ccncc2)N(S(=O)(=O)c2ccc(C)cc2)C1	-1.7	21	2	-4	16	-1	13
COc1ccc(S(=O)(=O)N(C)C[C@H]2OCCCC[C@@H](C)Oc3ccc(NC(=O)Nc4ccc(F)cc4)cc3C(=O)N([C@@H](C)CO)C[C@H]2C)cc1	-4.7	-1[16.7 µM]	4	17*	0	4	-1
C[C@H](CO)N1C[C@H](C)[C@@H](CN(C)Cc2ccc(Cl)c(Cl)c2)Oc2ccc(NC(=O)Nc3ccccc3)cc2CC1=O	0.1	4[16.7 µM]	5	7	7	-1	10
O=C(COC(=O)c1cc(=O)[nH]c2ccccc12)NC1CCCC1	0.6	-3	-4	25*	-7	18	-1
Cc1ccc(-n2c(SCC(=O)N/N=C/c3ccccc3C(=O)O)nnc2-c2ccc(Cl)cc2)cc1	-1.2	-2	4	-6	-7	6	-1
COc1ccc(S(=O)(=O)Nc2ccc3c(c2)C(=O)N([C@H](C)CO)C[C@H](C)[C@@H](CN(C)Cc2ccc(C(F)(F)F)cc2)OCCCC[C@@H](C)O3)cc1	0.8	-3[16.7 µM]	-3	2	3	1	13
COc1ccc(Cl)cc1CSc1n[nH]c(C)n1	3.3	3	3	0	5	-2	-4
O=C(Nc1cccnc1)C1=NN(C2CCS(=O)(=O)C2)C(=O)CC1 (stereo not given)	-1.2	nt	5	2	1	-3	-3
Cc1c(C)n(Cc2ccc(Cl)cc2)c2ccc(C(=O)NCCCN3CCOCC3)cc12	-2.4	3	6	2	1	12	10
Cc1nn(-c2ccc(F)cc2F)c(=O)c2noc(C)c12	-2.0	nt	nt	-3	0	-3	-3
COc1ccccc1CNS(=O)(=O)c1c(C)cc(C)cc1C	1.0	20	3	-5	-3	2	-5
O=C(NCc1ccccn1)c1cc(Cl)ccc1OCc1ccccc1	-1.3	nt	-6	-6	-3	-3	-2
CCS(=O)(=O)c1ccc(O)c(NC(=O)/C=C/c2ccc(Cl)cc2)c1	-1.0	-9	3	-4	-1	-2	7
CCC(=O)Nc1ccc(C(=O)NNC(=O)C2CCCCC2)cc1	-1.4	-2	-1	-2	-2	-2	12
COc1ccc(NC(=O)COc2ccc(/C=N/O)cc2OC)cc1	0.4	nt	3	4	-5	5	1
Cc1nn(C)c(C)c1/C=C/C(=O)c1ccc(Cl)cc1Cl	-2.3	nt	-5	-6	-2	-2	-1
Nc1nc2ccccc2n1S(=O)(=O)c1ccc([N+](=O)[O-])cc1	-6.3	0	-6	-1	-6	nt	11
C[C@H](CO)N1C[C@H](C)[C@H](CN(C)S(=O)(=O)c2ccc(F)cc2)Oc2c(NS(=O)(=O)c3cccs3)cccc2C1=O	0.4	9[16.7 µM]	11	-3	0	3	-5
COc1ccc2c(c1)C(c1ccc(C)o1)=NNC(c1ccccc1)=N2	-2.7	-2	-2	-1	1	0	-5
COc1ccc(C(=O)N2C[C@H]3[C@@H](c4ccccc42)[C@@H](CO)N3Cc2ccccc2)cc1	2.1	3[16.7 µM]	3	0	0	-2	-14

DENV2 CPE rescue, hit marks shown above.
SMILES	F508del corr	miR-122 sensor	ERp5 inh	SIRT5 block	ERAP1 HTS inh	CASP6 VEID inh	DENV2 CPE rescue
O=C(C[C@@H]1CC[C@H]2[C@@H](COC[C@@H](O)CN2C(=O)c2ccccc2)O1)Nc1ccc(-c2ccccc2)cc1	-1.4	-4[16.7 µM]	0	3	-1	2	48*

Other structures follow:
SMILES	F508del corr	miR-122 sensor	ERp5 inh	SIRT5 block	ERAP1 HTS inh	CASP6 VEID inh	DENV2 CPE rescue
Cc1cc(C)c2nc(NCc3ccccc3O)sc2c1	-0.4	-4	-3	-3	0	8	6
Cc1ccc(S(=O)(=O)Nc2ccc3c(c2)C(=O)N([C@H](C)CO)C[C@H](C)[C@H](CN(C)Cc2ccc(C(=O)O)cc2)OCCCC[C@H](C)O3)cc1	0.3	-5[16.7 µM]	-5	-2	0	0	3
Cc1ccc(-c2ccc([C@H]3[C@@H](CO)N4C(=O)CN(C(=O)Cc5ccccn5)C[C@@H]34)cc2)cc1	-1.0	nt	-3	0	-1	0	2
O=C(Cc1ccccc1)NCC(=O)N1CCCCC1	0.0	nt	-1	-1	1	1	nt
CCNC(=O)C1(C)CCN(C(=O)c2ccc3c(c2)CCO3)C1 (stereo not given)	1.8	0	5	nt	-3	-4	-9
CCOC(=O)c1sc(NC(=O)c2cccnc2)nc1C	4.0	-2	7	-1	-2	-4	-9
C[C@@H]1CCCCO[C@H](CN(C)C(=O)Nc2ccc(F)cc2)[C@H](C)CN([C@@H](C)CO)C(=O)c2cc(NC(=O)CCC(F)(F)F)ccc2O1	-0.2	4[16.7 µM]	6	-3	-1	-1	-1
CC1Nc2ccccc2C(=O)N1NC(=O)c1ccc(Br)cc1 (stereo not given)	-1.7	nt	3	-1	2	2	nt
COCc1ccc(-c2ccc3c(c2)c(C#Cc2ccsc2)c(-c2cc(OC)cc(OC)c2)n3C)cc1	2.3	nt	-6	nt	nt	-2	7
O=C(CSc1ncnc2c1oc1ccccc12)OCc1ccccc1	-0.4	3	-9	-3	-3	1	2
C[C@@H]1CCCCO[C@H](CN(C)C(=O)Nc2ccccc2)[C@@H](C)CN([C@@H](C)CO)C(=O)c2cc(NS(C)(=O)=O)ccc2O1	-3.0	1[16.7 µM]	-3	-6	-1	2	?
CCC(C(=O)NCc1ccccc1)n1c(CSCCOc2ccccc2)nc2ccccc21 (stereo not given)	-0.8	nt	-3	-2	-1	2	5
Cc1csc(NC(C)c2nc3cc(Cl)c(Cl)cc3n2CCCO)n1 (stereo not given)	-0.3	-5	1	nt	-1	1	nt
CCOC(=O)[C@]12CCCC=C1N(Cc1ccc(Cl)cc1Cl)C(=O)[C@H](CC(=O)NCc1ccc(OC)c(OC)c1)C2	-0.4	nt	-1	-5	-1	1	5
Cn1c(CC2Sc3ccccc3NC2=O)nnc1SCC(=O)c1ccc(Cl)cc1 (stereo not given)	-0.5	nt	7	-2	1	7	-4
Cc1cc(C)c2nc(N(CCN(C)C)C(=O)c3ccc(S(=O)(=O)N(C)CC4CCCO4)cc3)sc2c1 (stereo not given)	1.0	nt	3	-3	0	-4	0
CCn1c(C)c(C)c2cc(C(=O)NCCCN3CCCC3)ccc21	1.3	-6	3	-6	-1	-23	0
COc1ccc(NC(=O)Nc2ccc3c(c2)C(=O)N([C@H](C)CO)C[C@@H](C)[C@H](CN(C)C(=O)NC2CCCCC2)O3)cc1	0.9	-8[16.7 µM]	-11	1	4	1	10
CC(C)CC#Cc1ccc([C@H]2[C@H]3CN(C(=O)Nc4ccccc4)CCCCN3[C@H]2CO)cc1	3.2	-12[16.7 µM]	8	8	-3	3	-3
Cc1cccc(OCc2nnc(SCC(=O)Nc3ccc(C)c(C)c3)o2)c1	-0.5	-2	4	-6	2	-3	5
CC(C)/C=C/C(=O)N1CCC(N2CCC(C(=O)N3CCOCC3)CC2)CC1	-0.3	nt	-7	1	1	-5	4
CCC(=O)C1CCCN(C(=O)c2ccc3nc(-c4cccc(OC)c4)oc3c2)C1 (stereo not given)	3.7	nt	2	0	3	3	-10
C=CCn1c(=O)c(C(=O)NCc2ccccc2)c(O)c2ccccc21	-0.3	5	4	-2	-1	-3	0
O=C(Nc1ccc2nn(-c3ccc(F)cc3)nc2c1)c1cccnc1	3.5	0	5	-7	0	-5	1
CCC(=O)NC(Nc1cc(C)ccn1)(C(F)(F)F)C(F)(F)F	-1.3	4	9	-3	4	-2	-4
CCOC(=O)N1CCC(c2cc(=O)n3[nH]c(-c4ccccc4)cc3n2)CC1	-2.2	0	-3	2	4	-3	10
COc1ccc(S(=O)(=O)N(C)C[C@H]2Oc3ccc(NC(=O)Cc4ccccc4)cc3CC(=O)N([C@@H](C)CO)C[C@H]2C)cc1	-2.6	-6[16.7 µM]	-1	-2	-3	1	4
N#Cc1cccc(-c2ccc(C3[C@H]4CNC[C@@H]3N4Cc3cc(-c4ccccc4)on3)cc2)c1 (stereo not given in full)	-1.4&-2.3	nt	0&2	-5&-3	-1&1	-4&2	1&4
COc1ccc(S(=O)(=O)N2CCCCN3[C@H](CO)[C@H](c4ccc(C#CC(C)C)cc4)[C@@H]3C2)cc1	1.5	-9[16.7 µM]	-1	10	0	-4	2
O=C(NNc1ccccc1)Nc1cc(Cl)ccc1Cl	0.3	0	5	1	1	0	3
COc1cc(C(=O)Oc2ccccc2/C=N/NC(=O)c2ccc(Cl)cc2)cc(OC)c1OC	nt	nt	6	1	0	-1	6
CCC(=O)Nc1ccc2c(c1)C(=O)N(C)[C@@H]1CC[C@H](CC(=O)N3CCCCC3)O[C@@H]1CO2	-1.3	1[16.7 µM]	8	3	0	-3	4
COCCSc1ccccc1C(=O)Nc1ccccc1C(C)C	0.5	nt	-1	-3	1	2	1
C=C1CCN([C@H](C(=O)OCc2ccc(C)cc2)C(C)C)S(=O)(=O)c2ccccc21	-0.9	-4	0	nt	-2	nt	10
CC(=O)N(C)C[C@@H]1Oc2cc(C#C[C@H](C)O)ccc2S(=O)(=O)N([C@@H](C)CO)C[C@H]1C	-1.4	-3[16.7 µM]	-3	1	16	2	0
CCC1C(=O)NCCN1C(=O)c1ccccc1OC1CCN(S(C)(=O)=O)CC1 (stereo not given)	5.7	nt	1	-2	0	17	11
CC1(c2ccc(OC(F)F)cc2)NC(=O)N(CC(=O)N2CCN(C(=O)c3ccco3)CC2)C1=O (stereo not given)	-3.2	-6	-3	-6	0	0	-4
CCCCC1=CC2=CC(=O)C(C)(OC(=O)CC)C(=O)C2=CN1C1CCCCC1 (stereo not given)	-3.4	5	6	0	-2	1	15
Cc1nc2ccccc2c2oc(C(=O)NCCCN3CCC(C)CC3)cc12	-0.7	-1	3	-1	3	-7	8
COc1ccc(NC(=O)Nc2ccc3c(c2)C(=O)N([C@H](C)CO)C[C@@H](C)[C@H](CN(C)Cc2ccc(C(=O)O)cc2)OCCCC[C@H](C)O3)cc1	-0.5	-2[16.7 µM]	-1	2	1	-2	5
CC(C)c1ccc(C2C(C(=O)c3ccco3)=C(O)C(=O)N2CC2CCCO2)cc1 (stereo not given)	-1.0	-3	4	-3	5	9	-2
Cc1c(C(=O)NCCS(=O)(=O)N2CCN(c3ccccc3F)CC2)cccc1[N+](=O)[O-]	1.0	-9	-3	-2	2	-2	-2
Cc1ccccc1Cn1nnc(-c2ccc(C(=O)O)cc2)n1	-0.8	nt	0	-1	-3	-2	nt
CC(C)(C)OC(=O)N1CCC[C@H]1C(=O)Nc1ccc(S(=O)(=O)C(F)F)cc1	-3.2	-11	2	-1	4	nt	-2
CCCCNC(=O)CSc1nc(O)cc(=O)n1C1CCCC1	-6.0	2	0	-1	1	0	10
O=C(NC(=S)Nc1ccccc1)c1cncc(C#Cc2ccccc2)c1	1.5	nt	3	4	2	3	7
O=C(CNC(=O)c1ccc(Cl)cc1)Nc1ccc(S(=O)(=O)Nc2ncccn2)cc1	0.7	-2	0	-2	0	2	-2
CCOC(=O)C1CCN(C(=O)c2ccc(C)o2)CC1	-5.7	nt	3	nt	0	0	11
CC(C(=O)Nc1ccc(F)cc1Cl)N(C)CCOc1ccccc1 (stereo not given)	0.5	-6	0	-3	0	-1	?
C#CC1c2ccccc2CCN1CC=C (stereo not given)	-0.4	nt	3	-3	5	4	-3
COC(=O)c1ccsc1NC(=O)CCS(=O)(=O)c1ccccc1	-3.0	nt	1	0	0	1	5

Source: PubChem BioAssay
